Source: PubChem (The Scripps Research Institute Molecular Screening Center)
ABHD4 inh – ABHD4 inhibitors, primary screen, biochemical, fluorescence polarization, mouse. inhibition, % at 8.92 µM. purified mABHD4, FP-Rh probe fluorescence polarization. hit rate 0.54% among 370,000. AID 720543, 2013. (Lyso)-N-acylphosphatidylethanolamine lipase (Mus musculus), Q8VD66;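 active = inhibition exceeding the mean over every tested compound plus 3 SD, cut at about 30% in these data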;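 also: 0% = plate median of compound wells and 100% = S159A mutant with DMSO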
Target sequence (Q8VD66 whole entry, looked up): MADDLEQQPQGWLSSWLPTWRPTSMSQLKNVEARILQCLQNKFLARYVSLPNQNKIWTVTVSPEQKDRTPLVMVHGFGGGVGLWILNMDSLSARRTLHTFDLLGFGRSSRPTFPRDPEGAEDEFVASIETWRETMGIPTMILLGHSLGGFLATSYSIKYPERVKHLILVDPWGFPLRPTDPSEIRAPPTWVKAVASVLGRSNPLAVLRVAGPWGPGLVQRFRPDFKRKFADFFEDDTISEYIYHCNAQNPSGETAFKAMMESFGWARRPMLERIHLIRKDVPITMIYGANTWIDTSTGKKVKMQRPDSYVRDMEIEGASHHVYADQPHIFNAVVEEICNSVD
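Test system: mABHD4 protein; Read-out basis: % inhibition; Incubation: 45 min + 60 min at 25 °C; Repeats: single replicate; Technique: fluorescence polarization with parallel and perpendicular emission, 525/598 nm; Compound: 8.92 µM, single dose; Benchmarks: full inhibition S159A mutant plus DMSO, zero as sample-well median.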
UHRF1 MBD2 ctr – UHRF1 methylated DNA binding inhibitors, primary screen, counter-screen for MBD2 inhibitor project, biochemical, TR-FRET, human UHRF1, single concentration; hit rate 0.75% among 370,000; inhibition, % at 4.4 µM; AID 687016, 2013; UHRF1 binding to methylated oligo; E3 ubiquitin-protein ligase UHRF1 (Homo sapiens), Q96T88; in the data active = inhibition above about 21%;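 also: UHRF1 SRA domain binding a hemimethylated CpG hairpin DNA probe; 0% = median of test compound wells and 100% = reference inhibitor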
SIAE inh – human SIAE inhibitors, primary screen, biochemical, fluorescence polarization, FP-Rh probe, 1536-well HTS; Sialate O-acetylesterase (Homo sapiens), Q9HAT2; SIAE FP-Rh probe binding; hit rate 0.69% among 370,000; inhibition, % at 9.66 µM;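 active = inhibition above a cutoff: mean of compounds within the control limits plus 3 SD of those, cut at about 17% in these data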;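 also: 0% = plate median of compound wells and 100% = probe without SIAE protein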
HTRA1 inhibitor – HTRA1 serine protease inhibitors, primary screen, biochemical, fluorescence polarization, HTS; Q92743; recombinant HTRA1, FP-rhodamine activity-based probe; inhibition, % at 5.96 µM; hit rate 0.5% among 340,000; in the data active = inhibition above about 36%;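 also: 0% = enzyme with DMSO and 100% = wells lacking enzyme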
Target sequence (Q92743 whole entry, looked up): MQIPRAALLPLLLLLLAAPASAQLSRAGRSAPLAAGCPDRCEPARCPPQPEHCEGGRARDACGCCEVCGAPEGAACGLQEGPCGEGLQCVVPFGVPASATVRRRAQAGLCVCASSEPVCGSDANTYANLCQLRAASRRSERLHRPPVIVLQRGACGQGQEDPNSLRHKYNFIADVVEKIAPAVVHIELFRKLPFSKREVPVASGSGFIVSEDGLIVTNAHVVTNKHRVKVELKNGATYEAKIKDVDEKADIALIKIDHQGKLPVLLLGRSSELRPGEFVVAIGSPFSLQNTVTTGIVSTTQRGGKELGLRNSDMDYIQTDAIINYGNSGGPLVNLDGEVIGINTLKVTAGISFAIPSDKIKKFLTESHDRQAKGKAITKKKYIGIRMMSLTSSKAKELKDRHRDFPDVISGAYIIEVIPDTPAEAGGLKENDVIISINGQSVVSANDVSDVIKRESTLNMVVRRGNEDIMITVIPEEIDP
TCR CD3 inh – inhibitors of human TCR-CD3 interaction, primary screen, biochemical, fluorescence, TAMRA-labeled TCR probe; AID 651800, 2012; inhibition, % at 9.4 µM; hit rate 0.37% among 360,000; T-cell receptor (TCR); in the data active = inhibition above about 19%;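 also: recombinant mutant TCR 2C K166C tagged with TAMRA read by polarization; 0% = receptor in buffer alone and 100% = receptor with positive control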
PG9 binder – binders of HIV-1 gp120 antibody PG9, primary screen, biochemical, TR-FRET; HIV-1 gp120 / PG9 antibody interaction; TR-FRET gp120-PG9 antibody binding; inhibition, % at 6.7 µM; hit rate 0.43% among 360,000; AID 624416, 2012; in the data active = inhibition above about 8.5%
PRMT1 FP inh – PRMT1 methyltransferase inhibitors, primary screen, biochemical, fluorescence polarization. Protein arginine N-methyltransferase 1 (Homo sapiens), Q99873. recombinant PRMT1, activity-based probe fluorescence polarization. inhibition, % at 2.79 µM. hit rate 1.3% among 370,000;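 active = inhibition above about 21% made by adding two undisclosed values, limit read from the data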
TDP2 absorb – human TDP2 enzyme inhibitors, primary screen, biochemical, epi absorbance, recombinant enzyme; hit rate 0.34% among 370,000; inhibition, % at 12.8 µM; AID 720702, 2013; T5PNP hydrolysis, p-nitrophenol absorbance 415 nm;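 active = inhibition above the mean of all tested compounds plus 3 SD, set per campaign, cut at about 25% in these data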;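 also: 0% = DMSO with enzyme and 100% = buffer with substrate but no TDP2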
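Incubation: 2 h at 37 °C; Test system: recombinant human TDP2; Quantity: enzyme 120 nM; Read-out basis: percent inhibition; Medium: 50 mM Tris-HCl pH 7.5 with Mg2+, KCl, DTT, BSA; Repeats: single replicate; Compound: 12.8 µM single point, 1% DMSO; Signal: epi absorbance; Reagent: 5 mM T5PNP chromogenic substrate; Benchmarks: no-enzyme high, DMSO-plus-enzyme low.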
Tn7 DDE FP – inhibitors of Tn7 peptide binding to fibrin DD(E), primary screen, biochemical, fluorescence polarization, human fibrin, Tn7 probe | FP displacement of FITC-Tn7 peptide from fibrin DD(E); 0% = median of compound wells per plate | inhibition, % at 8.3 µM | hit rate 0.13% among 370,000 | AID 720508, 2013;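 active = inhibition above the mean of compounds falling within the control limits plus 3 SD of them, cut at about 14% in these data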;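 also: 0% = plate median of compound wells and 100% = 10 µM Aha-Tn7 peptide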
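System: human fibrin DD(E); quantity: Fibrin-DD(E) at 2 µM final; also added: fluorescent Tn7 probe at 0.1 µM; compound dosing: single nominal test concentration of 8.3 µM per compound; schedule: 10 min preincubation, 3 h with tracer, room temperature; detection: fluorescence polarization of the labelled Tn7 tracer; repeats: one replicate per compound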
LEDGF integ inh – blockers of LEDGF/p75-dependent integrase strand transfer – biochemical, TR-FRET, high throughput, primary screen | HIV-1 integrase (with human LEDGF/p75) | TR-FRET IN-LEDGF/p75 DNA integration, Eu/Cy5 | inhibition, % at 3.7 µM | hit rate 0.64% among 370,000;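 active = inhibition above the screen-wide mean plus 3 SD, cut at about 13% in these data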;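 also: signal is the Cy5 over europium emission ratio at 671 and 618 nm; 0% = plate median of compound wells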
The depositor's hits bear a star; / = not tested or not shown. Not a hit list, and some 4.2% of all compounds hit somewhere here.

SMILES | ABHD4 inh | UHRF1 MBD2 ctr | SIAE inh | HTRA1 inhibitor | TCR CD3 inh | PG9 binder | PRMT1 FP inh | TDP2 absorb | Tn7 DDE FP | LEDGF integ inh
CC(=O)N(c1ccc(C(C)C)cc1)C1C=CS(=O)(=O)C1 (stereo not given) | 3 | 4 | 1 | 1 | 2 | -0.6 | 0 | 7 | 5 | 1
COc1cccc(C2=CC(=O)C[C@H](c3ccc(F)cc3)C2)c1 | -7 | -2 | 6 | -34 | 1 | -4.4 | -2 | 0 | -4 | 1
COc1ccc(N2CCN(C(=O)COC(=O)Cc3cccc(OC)c3)CC2)cc1 | -3 | -2 | 0 | 1 | 1 | -3.1 | -3 | -8 | -7 | 3
CC(C)NC(=O)NC(=O)COC(=O)c1ccc(S(=O)(=O)NCc2ccco2)cc1 | 4 | -2 | -2 | 7 | -6 | 0.3 | 5 | -6 | 3 | -9
O=C(OCC(=O)N1CCC(Cc2ccccc2)CC1)c1cccnc1Cl | -1 | -1 | 4 | -2 | 0 | -2.1 | -6 | 0 | -3 | 2
C/C(=N\NC(=O)CN1CCCCC1)c1cccc([N+](=O)[O-])c1 | -1 | 25* | -10 | 6 | -1 | -0.7 | 2 | 0 | 0 | -2
O=C1c2cnccc2CN1Cc1ccccc1 | 1 | 0 | 8 | 3 | -8 | 2.2 | 2 | 19 | 1 | 0
CCC(=O)Nc1ccc(S(=O)(=O)Nc2ncccn2)cc1 | 1 | 1 | 5 | 8 | 0 | -1.3 | -2 | -7 | 1 | -1
O=c1c2cc(NC(=S)NCc3ccccn3)ccc2nc2n1CCCCC2 | 2 | -1 | 10 | 0 | -1 | 0.6 | -1 | 7 | 0 | 0
CCN(CC)C(=O)c1nc[nH]c1C(=O)N1CCC(C)CC1 | 0 | -2 | 0 | 0 | 9 | -2.0 | -4 | 3 | -3 | -4
O=C(CSc1nnc(-c2ccccc2)n1-c1ccccc1)N1c2ccccc2Sc2ccccc21 | 7 | 0 | 1 | -2 | 5 | -1.4 | 0 | 5 | 2 | 0
COc1ccc(CC(=O)NC(C)(C)C)cc1S(=O)(=O)N1CCOCC1 | 1 | -1 | 7 | -2 | 7 | 1.3 | -5 | 0 | 2 | 1
CCOC(=O)c1cccc(Nc2ncnc3ccc(C)cc23)c1 | 1 | -1 | -9 | -40 | 5 | -1.1 | -3 | -11 | -2 | -1
CCC(CC)C(=O)NCc1ccc2c(c1)cc(C)n2C | 9 | -7 | 6 | 14 | 1 | 2.0 | 6 | 7 | 5 | 4
CCOC(=O)Cc1nnc(NC(=O)CSc2nncn2C)s1 | 0 | 0 | -7 | 0 | 9 | -1.6 | 1 | -14 | -2 | 2
O=C(Oc1cccnc1)c1ccccc1[N+](=O)[O-] | -1 | -3 | 14 | 9 | 1 | 0.6 | 0 | -2 | 6 | -4
O=C(NC1CCCCC1)c1ccc(S(=O)(=O)NCc2ccco2)cc1 | -5 | 1 | 2 | -4 | 3 | -1.3 | 3 | -11 | -5 | 4
COc1ccc(S(=O)(=O)N2CCCN(CC(=O)Nc3cc(NC(C)=O)ccc3OC)CC2)cc1 | 1 | -1 | 6 | 4 | 5 | -1.9 | 0 | 2 | 10 | -1
COc1ccc(N2CCN(CCCNC(=O)Cn3c(=O)c4cccn4c4c(C)ccnc43)CC2)cc1 | 5 | 3 | 3 | / | / | / | -7 | -5 | 2 | 4
CCCSc1nc(C)cc(C)c1S(C)(=O)=O | -4 | 5 | -11 | 4 | 1 | -0.2 | 1 | -10 | 3 | -6
O=C(CNC(=O)c1ccccc1)OC1CCCCC1 | 0 | -2 | 4 | 2 | -3 | 0.0 | -1 | 3 | 3 | 0
Cc1ccc(C)c(N2CCN(C(=O)CCC(=O)N3CCOc4ccc(Cl)cc43)CC2)c1 | -2 | 2 | -4 | -19 | 8 | -0.9 | -3 | 6 | 4 | 0
Cc1cccc(-c2cc(C(=O)Nc3ccc4c(c3)OCCO4)c3ccccc3n2)c1 | -14 | 0 | -15 | -43 | 10 | -1.6 | -1 | 4 | -7 | -3
c1ccc(Cn2nnc3c(N4CCc5ccccc5C4)ncnc32)cc1 | 1 | 0 | -3 | -25 | -3 | -0.9 | 1 | -4 | 6 | -5
O=[N+]([O-])c1ccccc1S(=O)(=O)NC1CCCC1 | 0 | -1 | 3 | / | 5 | -2.7 | -1 | -4 | 3 | 1
COC(=O)C1=C(C)N(CC(C)C)C(=S)NC1c1cccc(F)c1 (stereo not given) | -13 | 4 | 1 | / | -4 | -1.1 | 9 | -16 | 1 | 0
O=C(NCc1ccccc1)C1C(=O)Nc2ccccc2C(=O)N1Cc1ccccc1 (stereo not given) | -4 | 2 | 9 | / | 1 | -0.1 | 2 | 4 | 4 | 2
Cc1ccccc1NC(=O)c1ccc(Nc2c([N+](=O)[O-])cc([N+](=O)[O-])c3ccccc23)cc1 | 15 | 1 | 7 | 5 | 0 | -1.5 | 1 | 6 | 8 | -1
COc1cc(-c2c(C#N)c(=O)[nH]c3c2c(C)nn3-c2ccccc2)ccc1O | 13 | 2 | 0 | -3 | 3 | -1.0 | 0 | 1 | 0 | -2
Cc1ccc(CS(=O)Cc2ccc(C(=O)NCC(C)c3ccccc3)o2)cc1 (stereo not given) | 1 | 0 | 7 | 4 | -8 | -1.0 | -1 | -8 | -5 | 1
Cc1nc2cc(NCc3ccc(Cl)cc3)ccc2n1C | 1 | 0 | 4 | -3 | -4 | -4.9 | 0 | -8 | -5 | 1
CCCCNC(=O)NS(=O)(=O)c1ccc(C(=O)OC(C)C)o1 | 0 | 4 | -5 | 2 | -12 | 0.1 | 1 | 1 | 1 | 0
CC(=O)NCC(=O)OCC(=O)Nc1ccc(C(C)=O)cc1 | -3 | 3 | 9 | 2 | -2 | -2.2 | 2 | 7 | -1 | -1
Cc1ccc(Oc2c(C)nc(-c3ccccc3)[nH]c2=O)cc1 | 1 | -3 | 6 | 6 | -4 | -0.5 | -2 | 3 | -1 | 1
COc1ccc(C(=O)C(/C=N/O)=N/Nc2ccc(F)cc2)cc1 | -5 | -1 | 3 | 3 | -6 | 0.0 | 2 | -1 | 2 | -3
Cn1c(=O)c2c(nc(NCCc3ccccc3)n2Cc2ccccc2)n(C)c1=O | 2 | 2 | 9 | 4 | 1 | -0.8 | 0 | -6 | 2 | -2
CCOC(=O)c1c(-c2ccc(OC)cc2)oc2ccc(OCC(N)=O)cc12 | -7 | 1 | -4 | -16 | -7 | 2.2 | 3 | 2 | -2 | 0
O=C(Nc1ccncc1)c1cncc(Br)c1 | -11 | 8 | -7 | 9 | -10 | -0.1 | 6 | -5 | 1 | 0
Cc1ccc(S(=O)(=O)NC(=NC2CCCCC2)c2ccc(F)cc2)cc1 | -7 | 1 | 3 | 3 | 1 | 0.3 | 4 | -10 | 0 | 1
Cc1ccc(-c2nc3c(cnn3-c3ccccc3)c(=O)o2)cc1 | -2 | -1 | 0 | 4 | 12 | -0.9 | -1 | 1 | 6 | -2
Cc1noc(C(=O)Nc2c(C)nn(Cc3ccccc3)c2C)c1Cl | -4 | 0 | 6 | 4 | -1 | -1.6 | -6 | 4 | 12 | -3
N#C/C(=C\c1ccc2c(c1)OCCO2)C(=O)NC1CCCCC1 | -8 | 6 | -3 | 3 | 2 | -0.1 | 8 | -14 | 5 | -5
O=C(Nc1ccccc1N1CCCC1)c1cccnc1Cl | 0 | 3 | 11 | -1 | 1 | -3.5 | -1 | -1 | -2 | 0
CCCC(=O)Nc1ccc(N2CCN(C(=O)c3ccccc3C)CC2)cc1 | -3 | 0 | -5 | 2 | 8 | -2.9 | 1 | 3 | -3 | -2
CC1CCN(CCCNC(=O)CN2C(=O)CSc3ccc(S(=O)(=O)N4CCCCC4)cc32)CC1 | 4 | -2 | -2 | -2 | -3 | -0.5 | -5 | 19 | 2 | -1
CC(C)OC(=O)CSc1nnc(CNc2ccc(Cl)cc2)n1Cc1ccccc1 | -1 | -2 | 1 | -13 | -3 | 1.5 | -1 | -5 | 5 | 2

Taken from the listing (8 entries):
SMILES | ABHD4 inh | UHRF1 MBD2 ctr | SIAE inh | HTRA1 inhibitor | TCR CD3 inh | PG9 binder | PRMT1 FP inh | TDP2 absorb | Tn7 DDE FP | LEDGF integ inh
CC(=O)N(c1ccc(C(C)C)cc1)C1C=CS(=O)(=O)C1 (stereo not given) | 3 | 4 | 1 | 1 | 2 | -0.6 | 0 | 7 | 5 | 1
COc1cccc(C2=CC(=O)C[C@H](c3ccc(F)cc3)C2)c1 | -7 | -2 | 6 | -34 | 1 | -4.4 | -2 | 0 | -4 | 1
COc1ccc(N2CCN(C(=O)COC(=O)Cc3cccc(OC)c3)CC2)cc1 | -3 | -2 | 0 | 1 | 1 | -3.1 | -3 | -8 | -7 | 3
CC(C)NC(=O)NC(=O)COC(=O)c1ccc(S(=O)(=O)NCc2ccco2)cc1 | 4 | -2 | -2 | 7 | -6 | 0.3 | 5 | -6 | 3 | -9
O=C(OCC(=O)N1CCC(Cc2ccccc2)CC1)c1cccnc1Cl | -1 | -1 | 4 | -2 | 0 | -2.1 | -6 | 0 | -3 | 2
C/C(=N\NC(=O)CN1CCCCC1)c1cccc([N+](=O)[O-])c1 | -1 | 25* | -10 | 6 | -1 | -0.7 | 2 | 0 | 0 | -2
O=C1c2cnccc2CN1Cc1ccccc1 | 1 | 0 | 8 | 3 | -8 | 2.2 | 2 | 19 | 1 | 0
CCC(=O)Nc1ccc(S(=O)(=O)Nc2ncccn2)cc1 | 1 | 1 | 5 | 8 | 0 | -1.3 | -2 | -7 | 1 | -1
